DAX1 inh-1: blocks DAX1 repression of SF-1 activated StAR promoter; AID 652010; HEK293T StAR-luciferase reporter, SF-1/DAX-1 repression relief; inhibition, % at 6.8 µM; 1.1% of 370,000 active;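 active = inhibition above the mean over all tested compounds plus 3 SD, cut at about 3.6% in these data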;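 note: 0% = DAX-1 cells with DMSO and 100% = cells lacking DAX-1 with DMSO; higher inhibition means more luminescence from relief of DAX-1 repression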
KLK7 zymogen act: activates the human kallikrein-7 zymogen; P49862; purified proKLK7, EDANS-DABCYL substrate fluorescence; 100% is mature enzyme control, 0% vehicle; activation, % at 7 µM; 0.9% of 370,000 active; AID 652039;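 active = activation above the mean of all tested compounds plus 3 SD, computed per campaign excluding outliers beyond control limits, cut at about 13% in these data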
GC-B act: GC-B (human) receptor activation | P20594 | HEK293-GC-B cells, CNP EC30, cGMP TR-FRET; 0% at EC30 CNP, 100% saturating CNP | activation, % at 10 µM | 0.11% of 370,000 active | AID 1920062;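 active = activation at 10 µM reaching about 35% in either raw or pattern-adjusted values, limit read from the data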
sPLA2-III inh: Inhibits HGIII-sPLA2 liposome hydrolysis, primary screen | inhibition, % at 12.2 µM | QFRET BODIPY PC-A2 liposome hydrolysis, fluorescence | 0.56% of 370,000 active | AID 743126;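 active = inhibition above mean plus 3 SD of compounds lying within the high and low control bounds, cut at about 19% in these data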;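 note: 0% = median of test compound wells and 100% = no enzyme DMSO wells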
Target sequence (Q9NZ20 whole entry, looked up): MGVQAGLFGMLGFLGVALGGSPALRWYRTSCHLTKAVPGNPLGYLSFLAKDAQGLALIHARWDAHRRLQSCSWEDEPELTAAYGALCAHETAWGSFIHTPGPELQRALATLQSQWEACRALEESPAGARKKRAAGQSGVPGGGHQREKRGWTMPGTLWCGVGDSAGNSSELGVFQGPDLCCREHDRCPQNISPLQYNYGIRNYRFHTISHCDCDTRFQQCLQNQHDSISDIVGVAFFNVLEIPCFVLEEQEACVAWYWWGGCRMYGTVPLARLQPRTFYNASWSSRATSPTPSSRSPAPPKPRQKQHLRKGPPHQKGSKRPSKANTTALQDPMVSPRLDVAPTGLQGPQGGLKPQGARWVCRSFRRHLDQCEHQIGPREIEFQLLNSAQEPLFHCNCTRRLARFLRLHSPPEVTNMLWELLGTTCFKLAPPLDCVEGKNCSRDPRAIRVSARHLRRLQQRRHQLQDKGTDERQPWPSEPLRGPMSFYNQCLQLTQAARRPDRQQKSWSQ
SMARCA2 act: SMARCA2 function activation, primary screen; MG213 cells, MMTV-luciferase reporter, dexamethasone, overnight; activation, % at 9.1 µM; 1% of 370,000 active; in the data active = activation above about 7.8%;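 note: 0% = vehicle wells and 100% = reference activator wells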
hcDAF12 agonist: activators of H. contortus DAF-12 nuclear receptor. activation, % at 6.8 µM. 1.4% of 370,000 active. HEK293 hcDAF-12 lit1-tk-luc reporter, luminescence; 0% DMSO, 100% Δ7-dafachronic acid;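 active = activation above the mean of all tested compounds plus 3 SD, cut at about 5.5% in these data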;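 note: 100% = response to 3 µM Δ7-dafachronic acid high control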
FXN GAA850 act: frataxin GAA850 promoter activation | HEK293 lucGAA850 FXN promoter luciferase reporter, 24 h; percent of 10 µM SAHA response | activation, % at 6 µM | 0.56% of 360,000 active | AID 540364;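 active = activation above the average of all compounds screened plus 3 SD, cutoff fixed separately per campaign, cut at about 7.5% in these data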;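 note: 0% = DMSO wells and 100% = 10 µM SAHA wells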
DAX1 inh-2: NR0B1 (DAX1) inhibition | P51843 | HEK293 Gal4-DAX1 luciferase reporter, luminescence | inhibition, % at 6.75 µM | 0.99% of 340,000 active | AID 504766;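 active = inhibition above the mean over all tested compounds plus 3 SD, cut at about 4.2% in these data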;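 note: 0% = DAX1-transfected cells with DMSO and 100% = empty-vector control cells with DMSO; inhibition shows as a rise in luminescence from relieved DAX1 repression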
Target sequence (P51843 207-470 limits assumed): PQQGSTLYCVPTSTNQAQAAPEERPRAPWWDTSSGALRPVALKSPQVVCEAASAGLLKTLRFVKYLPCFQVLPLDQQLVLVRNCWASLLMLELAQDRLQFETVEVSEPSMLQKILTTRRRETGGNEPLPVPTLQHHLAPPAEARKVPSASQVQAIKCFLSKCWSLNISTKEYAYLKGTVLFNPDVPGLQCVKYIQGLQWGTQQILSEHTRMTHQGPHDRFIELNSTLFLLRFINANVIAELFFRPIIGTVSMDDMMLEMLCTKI
GC-A act: GC-A (human) enzyme activation. P16066. HEK293 GC-A cells, cGMP TR-FRET, EC30 ANP; 0% at EC30 ANP, 100% saturating ANP. activation, % at 10 µM. 0.14% of 370,000 active; in the data active = activation above about 40%
ssDAF-12 act: activators of S. stercoralis DAF-12 nuclear receptor; activation, % at 6.8 µM; 1% of 370,000 active; HEK293 ssDAF-12/GRIP1 lit1-tk-luc reporter, luminescence; % of 3 µM dafachronic acid response;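 active = activation above the mean over all tested compounds plus 3 SD, cut at about 0.9% in these data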;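 note: 0% = DMSO-only wells and 100% = 3 µM delta7-dafachronic acid wells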
hgDAF12 agonist: activates the H. glycines DAF-12 receptor ligand-binding domain. activation, % at 6.8 µM. 1.8% of 370,000 active. HEK293 GAL4-hgDAF12 UAS-luciferase reporter, agonist luminescence; normalized to butyrate control;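 active = activation above a cutoff set at the mean of all screened compounds plus 3 SD, cut at about 10% in these data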;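 note: 0% = DMSO wells and 100% = sodium butyrate wells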
The depositor's hits bear a star; · = not tested or not shown.

SMILES,DAX1 inh-1,KLK7 zymogen act,GC-B act,sPLA2-III inh,SMARCA2 act,hcDAF12 agonist,FXN GAA850 act,DAX1 inh-2,GC-A act,ssDAF-12 act,hgDAF12 agonist
Cc1ccc(C(=O)N2N=C(c3cccc(NS(C)(=O)=O)c3)CC2c2cccs2)cc1 (stereo not given),-0.9,0.2,-5,-34,-2,-3.2,-0.4,-1.0,-19,-1.6,-2.4
Cc1ccc2nc(SCC(=O)NCc3cccs3)c(C#N)cc2c1,0.4,0.1,-7,-6,2,-0.5,0.4,-1.9,25,-2.1,-0.1
Cc1c(C(=O)NC2CCCCC2)oc2ccc(F)cc12,0.7,0.2,-7,-4,4,18*,3.7,3.7,-8,0.8,10*
COc1ccc(NC(=O)CNC(=O)c2ccco2)cc1S(=O)(=O)Nc1cc(C)ccc1Br,0.3,-0.3,-5,-17,1,0.6,-1.4,1.0,-4,-1.2,-0.1
COc1ccc(C(=O)Nc2n[nH]c(-c3ccncc3)n2)cc1,-0.3,0.6,-6,8,-1,-2.4,0.4,-0.9,-3,-1.1,0.9
CCCCCCC(=O)NN1CCN(C)CC1,-0.1,-0.4,-2,6,1,-0.2,-0.7,2.1,-1,-0.9,-0.2
O=C(NCc1ccccc1)C(c1ccc(-c2ccccc2)cc1)N1CCN(CCN2CCOCC2)CC1 (stereo not given),0.1,-0.3,-4,-5,-1,1.5,·,·,4,-1.3,3.9
C=CCSc1nnc(CSc2nc3sc4c(c3c(=O)[nH]2)CCCC4)n1-c1ccccc1,-0.7,0.2,-5,-47,0,-1.6,0.3,-0.4,2,-1.5,-1.1
CCOc1cccc(-c2c(C(=O)N/N=C/c3cccs3)nnn2-c2nonc2N)c1,-0.8,-0.5,0,-19,-3,-1.9,-1.4,0.1,1,-1.7,-0.9
Cc1ccc(C(=O)NC(=S)Nc2cccnc2Cl)cc1,1.7,0.2,6,10,3,4.2,3.5,0.8,12,-0.3,12*
COC(=O)c1ccc(NS(=O)(=O)c2c(C)[nH]c(C)c2C(=O)N2CCCC2)cc1,-0.2,0.3,-5,3,-3,-1.0,1.3,1.2,4,-0.3,2.8
Cn1c(N2CCCCC2)nc2c1c(=O)[nH]c(=O)n2C,0.6,0.3,1,3,-3,-1.4,0.8,1.5,0,-0.7,2.7

Looked up by structure from the list above:
SMILES,DAX1 inh-1,KLK7 zymogen act,GC-B act,sPLA2-III inh,SMARCA2 act,hcDAF12 agonist,FXN GAA850 act,DAX1 inh-2,GC-A act,ssDAF-12 act,hgDAF12 agonist
Cc1ccc(C(=O)NC(=S)Nc2cccnc2Cl)cc1,1.7,0.2,6,10,3,4.2,3.5,0.8,12,-0.3,12*
C=CCSc1nnc(CSc2nc3sc4c(c3c(=O)[nH]2)CCCC4)n1-c1ccccc1,-0.7,0.2,-5,-47,0,-1.6,0.3,-0.4,2,-1.5,-1.1

Going on with the list.
SMILES,DAX1 inh-1,KLK7 zymogen act,GC-B act,sPLA2-III inh,SMARCA2 act,hcDAF12 agonist,FXN GAA850 act,DAX1 inh-2,GC-A act,ssDAF-12 act,hgDAF12 agonist
COc1ccc(CN2CCN(C(=O)CC(C)C)CC2)cc1,0.7,0.3,16,-4,3,4.4,1.9,1.2,5,0.7,6.9
Cc1csc2ncnc(N3CCN(C(=S)Nc4ccc(F)cc4F)CC3)c12,-0.2,0.6,3,-1,-4,-2.2,0.2,·,-3,-1.9,1.9
O=C(c1ccccc1)c1ccc(C(=O)N2CCCC(C(F)(F)F)C2)cc1 (stereo not given),1.3,0.2,-4,6,-2,0.5,1.4,-1.1,1,-1.1,-2.1
NC(=O)c1c(N)[nH]c(C(=O)c2ccccc2)c1-c1ccc(Cl)cc1Cl,0.7,0.3,8,16,1,0.1,·,·,-4,-1.1,0.8
COC(=O)C[C@H]1CC[C@@H]2[C@@H](COc3ccc(NC(=O)Nc4ccccc4OC)cc3C(=O)N2C)O1,-0.1,0.2,-1,-4,-4,-2.8,·,·,3,-1.5,0.2
CCCc1nc2ccccc2c(=O)n1/N=C/c1ccccc1O,-0.6,0.9,2,-2,-1,-1.9,-1.1,0.1,1,-1.7,0.8
NC(=O)C(=O)N/N=C/c1c2ccccc2cc2ccccc12,1.1,-0.6,-3,1,0,3.4,4.2,0.5,-3,0.4,2.8
CC(=O)Nc1ccc2c(c1)C(=Nc1cccc(C)c1)c1ccccc1-2,1.1,0.1,-1,-2,7,-0.2,-1.0,1.4,-4,-1.5,-0.7
CCNC(=O)N1CCN(S(=O)(=O)c2ccc3c(c2)OCCCO3)CC1,2.6,0.2,-1,1,1,-2.2,0.7,0.5,-1,-0.9,-0.3
CCOC(=O)c1c(NC(=O)CSc2nnc(-c3ccccc3C)n2C)sc(C(C)=O)c1C,-0.8,0.8,-11,-30,-2,-2.2,-2.5,-1.6,-25,-1.6,-3.0
Cc1ccc(/C=C2\SC(=S)N(CCCC(=O)NNC(=O)c3ccccc3O)C2=O)cc1,-3.1,-0.8,1,16,-10,-9.1,-17,-5.6,-1,-4.2,-22
CCOC(=O)CSc1n[nH]c(NC(=O)c2cccc(C)c2)n1,-0.3,0.8,7,6,1,-1.7,-1.8,-0.1,4,-1.8,-3.1
CN1CCN(C(=O)C(N)Cc2ccccc2)CC1 (stereo not given),0.1,-0.2,5,-1,-4,-0.2,0.4,-2.2,1,-0.9,0.3
Cc1cccc(NC(=O)COc2ccc3oc4c(c3c2)CCCC4)n1,0.9,0.2,-2,-10,-3,-1.9,0.7,0.3,3,-0.8,2.3
CCc1ccc(C(=O)CSc2n[nH]c(C)n2)cc1,-0.4,0.5,6,-15,5,0.8,-0.3,1.4,9,-1.1,1.6
CCc1nc2c(OCc3ccc(C(F)(F)F)cc3)cccn2c1N(C)C(=O)c1ccc(OC)cc1,-1.4,0.4,0,-6,-3,-2.5,3.5,·,-3,-1.9,-7.0
CCOC(=O)N(C)[C@H]1C[C@H]2c3[nH]c4c(-c5cccc(C)c5)cccc4c3CCN2C[C@H]1[C@H](C)O,-1.6,1.3,0,1,-5,-3.2,·,·,-2,-1.6,-2.0
O=C(/C=C/Nc1ccc(F)c(F)c1)c1cccs1,3.3,-0.6,-7,-19,4,16*,3.6,4.1,4,0.9,15*
O=C(NCc1cc(C(F)(F)F)cc(C(F)(F)F)c1)C1CC(c2cccc(F)c2)=NO1 (stereo not given),-0.6,-0.3,5,4,-1,-1.9,0.4,2.5,0,-1.3,-0.5
CC(NC(=O)COC(=O)CN1C(=O)C2CCCCC2C1=O)c1ccccc1 (stereo not given),0.6,-0.1,5,1,-3,-0.6,0.1,0.9,1,-1.1,-2.8
CC(C)CNS(=O)(=O)c1ccc(CCC(=O)NCc2ccc(Cl)cc2)cc1,-0.4,0.1,9,-10,-2,-3.0,-0.3,-2.4,1,-2.0,-3.4
Cc1cc(S(=O)(=O)NCCN2CCOCC2)ccc1Cl,-0.4,0.0,-3,0,-1,5.1,1.3,-0.3,4,-0.4,-0.2
CCOC(=O)c1sc2nc(C)cc(C)c2c1NC(=O)c1ccco1,0.1,-0.6,0,9,0,-1.1,0.3,0.6,-2,-1.5,-1.1
Cc1ccc(N2C(=O)CSC23C(=O)Nc2ccccc23)cc1 (stereo not given),-0.6,-0.7,-1,3,-6,-0.2,-2.8,0.6,-1,-0.8,-2.7
CC(C(N)=O)N1C(=O)C2C3C=CC(C3)C2C1=O (stereo not given),-0.2,0.0,1,6,0,-2.1,0.3,0.7,3,-1.7,-0.3
NC(=O)c1ncn([C@@H]2O[C@H](CNCc3ccccc3OCc3ccc(Cl)cc3Cl)[C@@H](O)[C@H]2O)n1,0.6,0.4,2,9,-5,0.5,0.4,-0.1,-1,-0.9,-1.0
c1cc(-c2sc(-c3ccncc3)c(-c3ccncc3)c2-c2ccncc2)ccn1,-0.2,-0.7,-18,0,0,2.5,0.5,·,-11,0.3,4.2
CCCNC(=O)C(=O)NCCC1=CCCCC1,-0.4,0.3,2,-3,0,-1.6,3.1,0.1,3,-1.1,2.0
O=C(COC(=O)C12CC3CC(CC(Br)(C3)C1)C2)Nc1cccc(S(=O)(=O)N2CCOCC2)c1,-1.3,0.4,-2,-23,-2,1.2,0.6,-1.6,-5,-1.0,-4.3
COc1ccc(NC(=O)c2cccs2)cc1O,0.9,0.3,-2,0,4,2.7,1.1,0.4,1,-1.0,6.1
CCCCCOc1ccc(C2C(C(=O)c3ccc(C)o3)=C(O)C(=O)N2c2cc(C)on2)cc1 (stereo not given),-0.7,1.1,0,-6,1,-0.7,0.2,1.2,10,-1.2,-0.1
NC(=O)c1cccc(C(N)=O)n1,-0.2,-0.3,-1,-1,-1,-0.9,1.3,6.1*,1,-1.8,1.5
c1ccc(CSc2ncccc2-c2nc3ccccc3[nH]2)cc1,-1.1,-1.6,-6,-2,-2,-2.6,·,·,-2,-1.2,0.7
CC(C)NC(=O)N(C)C[C@H]1OCc2cnnn2CCCC(=O)N([C@@H](C)CO)C[C@H]1C,0.4,0.3,2,2,3,1.1,-0.1,0.6,1,-0.8,0.2
CC(C)(C)C1CCc2c(sc(NC(=O)CSc3ncn[nH]3)c2C#N)C1 (stereo not given),-0.3,-0.2,-1,-7,-3,0.7,-3.8,-2.2,3,-1.6,-0.2
Cc1cnc(C(=O)Nc2nccs2)cn1,0.1,0.3,4,-8,7,1.1,5.3,1.8,-2,-0.9,6.6
C=CCN1CCN(C(c2ccc(OC)c(OC)c2)c2nnnn2C(C)(C)C)CC1 (stereo not given),-0.5,-0.5,0,3,0,-0.8,2.0,-0.1,1,-1.5,0.1
O=C(C1=C(O)C(=O)N(CCOCCO)C1c1ccccn1)c1cccs1 (stereo not given),0.1,1.0,2,1,-1,-0.1,1.2,2.3,1,-1.2,1.0
